# CTSL1 counter = counter-screen for PFM18AAP inhibitors: inhibitors of F. hepatica cathepsin L1; recombinant F. hepatica cathepsin L1, Z-Leu-Arg-MCA fluorescence; inhibition, % at 5.96 µM; 0.49% of 300,000 active; AID 1906;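 active = inhibition above the mean of all tested compounds plus 3 SD, set per screening campaign, cut at about 17% in these data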;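 note: 0% = plate median of test compound wells and 100% = 1 µM Z-Phe-Ala-diazomethylketone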
# PAFAH2 inh = PAFAH2 (human) inhibition | 0.99% of 340,000 active | inhibition, % at 3.39 µM | recombinant PAFAH2, FP-rhodamine activity probe, fluorescence polarization | Q99487;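 active = inhibition above the mean over all tested compounds plus 3 SD, cut at about 30% in these data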;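 note: inhibitors block probe labeling of enzyme so polarization drops; 0% = enzyme with DMSO and 100% = wells lacking PAFAH2 protein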
# proCasp7 act = counter-screen for procaspase-3 activators: activators of human procaspase-7; P55210; recombinant procaspase-7, Ac-DEVD-pNA absorbance 405 nm; D23A/D198A/D206A triple mutant, cannot self-cleave; scale: DMSO 0, 5 µM enzyme 100; activation, % at 8.5 µM; 0.093% of 330,000 active; AID 463210;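 active = percent activation above the screen-wide mean plus 3 SD, cut at about 25% in these data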
# Target sequence (P55210 whole entry D23A/D198A/D206A): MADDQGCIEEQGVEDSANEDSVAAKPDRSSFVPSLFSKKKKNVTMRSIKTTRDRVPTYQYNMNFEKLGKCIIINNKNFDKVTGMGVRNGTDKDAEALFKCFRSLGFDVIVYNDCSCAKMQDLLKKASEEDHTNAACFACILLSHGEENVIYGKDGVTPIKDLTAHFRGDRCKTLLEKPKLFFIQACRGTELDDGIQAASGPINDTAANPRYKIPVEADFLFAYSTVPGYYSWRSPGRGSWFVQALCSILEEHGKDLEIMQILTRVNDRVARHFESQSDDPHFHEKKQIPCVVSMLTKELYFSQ
#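 signal = Epi-absorbance of released pNA at 405 nm, two timepoints | assay system = Uncleavable procaspase-7 mutant enzyme | reagent = Ac-DEVD-pNA substrate, 400 µM as added | times = 1 h enzyme–compound preincubation and 2 h substrate reaction, both 25 °C | benchmarks = low DMSO alone, high DMSO plus 5 µM PC-7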
# core dimer inh = blocks dimerization of HCV core protein; inhibition, % at 5 µM; 0.33% of 300,000 active; TR-FRET GST/Flag-core106 dimerization, 1536-well;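 active = inhibition above the mean of all tested compounds plus 3 SD, set per screening campaign, cut at about 45% in these data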
#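 Assay system – GST-tagged and Flag-tagged HCV core protein residues 1-106 · Quantity – core106 proteins, GST 13.5 nM and Flag 17 nM · Benchmarks – unlabelled core106 and no-GST-core106 wells · Read-out basis – percent inhibition of core106 dimerization signal · Detection – time-resolved FRET, ex 340 nm, em 617 and 671 nm · Schedule – 4 h at 22.5 °C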
# PP1 inh = blocks human PP1-alpha phosphatase, a PP5 counter-screen | purified PP1alpha, OMFP fluorescence | inhibition, % at 6.7 µM | 0.9% of 320,000 active | P62136 | AID 2235;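 active = inhibition above the mean inhibition of all tested compounds plus 3 SD, computed separately for each screening campaign, cut at about 15% in these data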
# Target sequence (P62136 whole entry, looked up): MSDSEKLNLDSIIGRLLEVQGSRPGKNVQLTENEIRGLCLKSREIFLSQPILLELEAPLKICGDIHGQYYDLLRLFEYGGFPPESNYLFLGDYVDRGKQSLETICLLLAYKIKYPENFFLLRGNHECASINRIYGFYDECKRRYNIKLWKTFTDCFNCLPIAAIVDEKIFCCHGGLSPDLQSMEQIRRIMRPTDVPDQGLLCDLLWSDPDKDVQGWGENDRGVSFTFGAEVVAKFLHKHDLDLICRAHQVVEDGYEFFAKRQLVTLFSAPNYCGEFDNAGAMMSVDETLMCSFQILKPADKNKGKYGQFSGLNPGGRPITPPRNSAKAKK
# AHR act = activators of human aryl hydrocarbon receptor | P35869 | AHR-responsive luciferase reporter cells, luminescence | activation, % at 5 µM | 2.5% of 320,000 active; in the data active = activation above about 47%;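 note: 0% = vehicle wells and 100% = reference agonist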
# procasp3 activ = procaspase-3 (human) activation | 0.11% of 330,000 active | recombinant procaspase-3 D3A, Ac-DEVD-pNA absorbance 405 nm | activation, % at 8.5 µM | AID 463141;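 active = activation above the mean of all tested compounds plus 3 SD, cut at about 21% in these data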;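 note: 0% = DMSO alone and 100% = DMSO wells spiked with extra 5 µM PC-3 D3A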
# Target sequence (P42574 whole entry D9A/D28A/D175A): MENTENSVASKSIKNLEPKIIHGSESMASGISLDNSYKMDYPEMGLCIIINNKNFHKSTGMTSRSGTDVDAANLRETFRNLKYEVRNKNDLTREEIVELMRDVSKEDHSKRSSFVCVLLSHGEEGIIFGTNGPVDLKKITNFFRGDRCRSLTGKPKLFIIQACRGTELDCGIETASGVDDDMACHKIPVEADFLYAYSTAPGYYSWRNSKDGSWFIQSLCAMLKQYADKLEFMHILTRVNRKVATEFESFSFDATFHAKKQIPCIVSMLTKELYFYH
#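 Assay system – Procaspase-3 D3A mutant, all three cleavage aspartates alanine · Controls – DMSO-only low control, 5 µM PC-3 D3A high control · Schedule – 1 h compound preincubation, 2 h substrate hydrolysis at 25 °C · Signal – 405 nm absorbance of p-nitroaniline, reads at 0 and 120 min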
# PP5 inh = inhibitors of human protein phosphatase 5 (PP5) | P53041 | purified PP5c, OMFP substrate fluorescence | 0.18% of 320,000 active | inhibition, % at 6.7 µM | AID 1987;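 active = inhibition above the campaign's mean inhibition across all tested compounds plus 3 SD, cut at about 9.5% in these data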;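 note: 0% = DMSO only and 100% = 100 µM cantharidin control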
# TPT1 inh = inhibitors of Candida albicans tRNA 2'-phosphotransferase TPT1; inhibition, % at 5 µM; recombinant caTPT1, FP RNA substrate dephosphorylation; 0.81% of 300,000 active;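 active = inhibition above the mean of all tested compounds plus 3 SD, set per screening campaign, cut at about 24% in these data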;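 note: plate controls were DMSO alone for no effect and ferristatin control at 100 nM for full effect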
# An asterisk follows results filed as active; . = no result given.
# The opening four entries as a preview:
# The line under a structure holds: core dimer inh, procasp3 activ, PAFAH2 inh, PP5 inh, PP1 inh, CTSL1 counter, AHR act, TPT1 inh, proCasp7 act
> CC(=O)N1c2ccc(S(=O)(=O)N3CCC(C(=O)N4CCN(c5ccccc5)CC4)CC3)cc2CC1C (stereo not given)
 : 5, 5, -4, 1.3, -6, -1, -1, 2, -11
> COc1ccc(C(=O)C2CCN(CC(=O)Nc3ccc(C)cc3)CC2)cc1
 : -21, 3, 6, 2.1, -2, 3, -3, -3, 7
> COC(=O)c1cnn2c(C(F)(F)F)cc(-c3ccc(F)cc3)nc12
 : 5, 9, -5, 0.3, -1, 0, 0, 1, 4
> O=C(N/N=C/C=C\c1ccccc1[N+](=O)[O-])c1cccnc1
 : -2, 2, 23, -2.0, -3, 0, 20, -2, 9

# All compounds of this part, previewed entries included:
# The line under a structure holds: core dimer inh, procasp3 activ, PAFAH2 inh, PP5 inh, PP1 inh, CTSL1 counter, AHR act, TPT1 inh, proCasp7 act
> CC(=O)N1c2ccc(S(=O)(=O)N3CCC(C(=O)N4CCN(c5ccccc5)CC4)CC3)cc2CC1C (stereo not given)
 : 5, 5, -4, 1.3, -6, -1, -1, 2, -11
> COc1ccc(C(=O)C2CCN(CC(=O)Nc3ccc(C)cc3)CC2)cc1
 : -21, 3, 6, 2.1, -2, 3, -3, -3, 7
> COC(=O)c1cnn2c(C(F)(F)F)cc(-c3ccc(F)cc3)nc12
 : 5, 9, -5, 0.3, -1, 0, 0, 1, 4
> O=C(N/N=C/C=C\c1ccccc1[N+](=O)[O-])c1cccnc1
 : -2, 2, 23, -2.0, -3, 0, 20, -2, 9
> Cc1ccc2c(c1)COc1c3ccc(C(=O)NC(C)C)cc3nn1-2
 : 4, -1, -2, 0.8, 1, 1, -8, -3, 2
> Cc1cc([N+](=O)[O-])nn1CC(=O)Nc1sc2c(c1C(N)=O)CCCC2
 : 5, 6, -4, 0.8, 0, 0, 7, 2, 6
> CC(=O)Nc1nn(C)c2nc3cc(C)ccc3cc12
 : -12, 0, 8, 2.2, -1, 3, 71*, -3, -2
> O=C(CSc1nnc(CNC(=O)c2ccccc2F)o1)Nc1cccc(C(F)(F)F)c1
 : 0, -5, 3, 0.5, 1, 3, 16, 1, 2
> COc1ccc(S(=O)(=O)N(C)CC(=O)NCc2ccccn2)cc1
 : -1, -4, -4, -0.7, -4, 0, 0, -1, 6
> CCOC(=O)c1cc2ccc(OC)cc2oc1=O
 : 0, 8, 6, -0.9, -4, 1, -1, -3, 4

# Single records, as listed above. Order of values: core dimer inh, procasp3 activ, PAFAH2 inh, PP5 inh, PP1 inh, CTSL1 counter, AHR act, TPT1 inh, proCasp7 act
# O=C(N/N=C/C=C\c1ccccc1[N+](=O)[O-])c1cccnc1 across the screens: -2, 2, 23, -2.0, -3, 0, 20, -2, 9
# CC(=O)N1c2ccc(S(=O)(=O)N3CCC(C(=O)N4CCN(c5ccccc5)CC4)CC3)cc2CC1C (stereo not given) across the screens: 5, 5, -4, 1.3, -6, -1, -1, 2, -11
# Cc1ccc2c(c1)COc1c3ccc(C(=O)NC(C)C)cc3nn1-2 across the screens: 4, -1, -2, 0.8, 1, 1, -8, -3, 2

# Later entries:
# The line under a structure holds: core dimer inh, procasp3 activ, PAFAH2 inh, PP5 inh, PP1 inh, CTSL1 counter, AHR act, TPT1 inh, proCasp7 act
> COc1ccccc1OCC(=O)Nc1cc(S(=O)(=O)N2CCCCC2)ccc1N1CCCCC1
 : 11, 4, -2, 2.2, 8, 8, 2, 0, 1
> NS(=O)(=O)c1ccc(CCNCc2cccnc2)cc1
 : -2, 2, -1, 2.2, -2, 1, 0, -1, -1
> COc1ccc(NC(=O)c2cccc(S(=O)(=O)N3CCCC3)c2)cc1OC
 : ., 0, 1, 0.2, 1, ., 6, ., -6
> Cc1cccc[n+]1CC(=O)Nc1ccc([N+](=O)[O-])cc1
 : 3, 7, 9, -0.6, 2, 3, 0, 1, 2
> Cc1ccc(CC(=O)N2CCN(C(=O)C3CCCO3)CC2)cc1 (stereo not given)
 : 9, -2, -4, -1.8, 0, -1, 4, -4, 2
> CCC(C)(C)n1nnnc1C(c1ccc(OC)c(OC)c1)N1CCN(c2ccc(F)cc2)CC1 (stereo not given)
 : 7, 6, 3, 3.6, -3, 3, 6, 2, -6
> Nc1cc(=O)nc(SCC(=O)Nc2ccccc2Cl)n1-c1ccccc1
 : 4, 2, -5, -0.3, -4, 1, 1, 3, 5
> Cc1cc(C)c(C)c(S(=O)(=O)N2CCCN(C)CC2)c1C
 : 4, 6, 3, 0.2, 0, 6, -2, 2, 2
> O=C(NCCN1CCCC1)c1ccc2c(c1)N(Cc1ccccc1)C(=O)c1ccccc1S2(=O)=O
 : -5, 0, -1, 1.8, 3, -4, -1, -6, 2
> O=C1CN(C(=O)COC(=O)CNC(=O)c2ccc(Cl)cc2)c2ccccc2N1
 : 6, 0, -7, 1.4, -2, 1, 1, -1, 13
> Cn1nc(-c2ccc(C(=O)N3CCN(Cc4ccccc4)CC3)cc2)c2ccccc2c1=O
 : 2, 7, -6, -0.3, -3, 4, -2, -4, 10
> CCCc1cc(=O)[nH]c(SCC(=O)NC(=O)c2ccccc2)n1
 : -5, -1, -1, 1.7, -3, 0, -2, 5, 3
> COc1ccc(CCNC2CC(=O)N(CCc3ccc(OC)c(OC)c3)C2=O)cc1 (stereo not given)
 : -3, -13, -3, 2.2, -6, -2, 1, -2, -33
> COCCN(Cc1nc2ccccc2c(=O)[nH]1)C(=O)COc1c(C)cc(Cl)cc1C
 : ., 4, 6, 1.8, 4, ., 2, ., -5
> Cn1c(=O)c2sccc2n2c(CCCC(=O)NCc3ccco3)nnc12
 : 2, 1, -4, -2.1, -5, -2, 0, -4, 5
> COc1ccc(Cl)cc1NC(=O)CSc1nnc(-c2ccncc2)n1CC1CCCO1 (stereo not given)
 : -7, 2, 3, 0.7, 0, -1, 17, -4, 14
> CC(CN1c2ccccc2Sc2ccccc21)N(C)C (stereo not given)
 : -19, -3, 13, -0.9, 0, 4, 3, 1, -12
> C[n+]1cc(-c2ccccc2)n2c1CCCCC2
 : 0, 3, 4, -0.5, -2, -6, 3, 0, -7
> COc1ccc(C(=O)/C=C2\NCCc3cc(OC)c(OC)cc32)cc1OC
 : 2, 6, -2, 1.0, -2, 1, 38, 53*, 4
> Cc1ccc2c(C)c(C(=O)Nc3cccnc3)oc2c1
 : 1, 8, -1, 0.7, -2, 4, 32, -1, -8
> NC(=O)C1(N2CCCCC2)CCN(C(=S)Nc2ccc(S(N)(=O)=O)cc2)CC1
 : 1, -20, -2, -0.1, -3, -4, 7, -3, -25
> O=C(CSc1nnc(Nc2ccccc2)s1)NCc1ccco1
 : 9, 4, -9, -1.6, 2, 4, -1, -2, 5
> Cc1cccn2c(=O)nc(SCC(=O)N3CCC(C)CC3)nc12
 : -4, 9, 0, -1.3, -3, 2, -1, 0, -4
> COc1cc(OC)cc(-c2ncc3ccccn23)c1
 : -4, 0, -7, 4.2, 2, -1, 7, 4, 4
> CCOc1ccc(NS(=O)(=O)c2ccc3[nH]c(=O)[nH]c3c2)cc1
 : -6, 3, 1, 2.8, 0, 1, 5, 1, 1
> O=C(CSc1nnc2c(n1)[nH]c1ccccc12)Nc1ccc(N2CCOCC2)cc1
 : 5, -6, -4, 1.6, -1, -2, 7, -2, -8
> CC(Sc1nc2ccccc2s1)C(=O)N(C)Cc1ccccc1 (stereo not given)
 : 2, 5, -8, 3.5, 4, 0, 12, -2, 1
> CCOC(=O)Cn1c(C)c(Br)c(COC)c(C#N)c1=O
 : 1, -1, 1, 2.5, -7, -1, 1, -1, 3
> S=C(Nc1ccc(Cl)cc1)c1nc2ccccc2s1
 : -4, -5, -3, 0.8, 0, 7, 130*, -3, 1
> CCCNC(=O)NC(=O)COC(=O)/C=C/c1cc(Br)ccc1F
 : -1, 1, 0, 0.1, -1, 3, 0, -4, -1
> COc1ccccc1CNn1c(-c2cccc(C)c2)nc2ccccc2c1=O
 : 2, 2, 3, 4.0, 7, -2, 20, -4, -2
> Cc1ccc(-c2nnc(Nc3ccc(CC(N)=O)cc3)c3ccccc23)cc1S(=O)(=O)NCCO
 : 0, 5, 0, -0.9, 2, 0, 2, -2, 6
> O=C(COC(=O)C1(c2ccccc2F)CCCC1)NC1CCS(=O)(=O)C1 (stereo not given)
 : 6, 0, -11, 2.1, -6, -1, 2, 2, -1
> CCOC(=O)C(NCCOC)(NC(C)=O)C(F)(F)F (stereo not given)
 : -1, -9, 4, 1.0, -4, -4, -3, 4, 0
> COc1cc(OC)c(OC)cc1/C=C1\Oc2cc(OCC(=O)N3Cc4ccccc4C[C@H]3C(=O)O)ccc2C1=O
 : 6, 0, -10, 1.1, -2, 3, 0, 73*, -17
> c1ccc2c(c1)Nc1cc3ccccc3cc1S2
 : 1, -14, 2, 0.1, -4, 0, 60*, 3, -17
> COC(=O)COc1ccc(S(=O)(=O)N2CCN(c3ccc(OC)cc3)CC2)cc1
 : 0, -3, -6, 1.1, -5, -5, 2, -3, 11
> C=C(C)c1cccc(C(C)(C)NC(=O)Nc2ccc(OC)nc2)c1
 : -2, 6, 8, 0.0, 1, 0, 2, -16, -4
> CCOCC(=O)N1CCN(c2ccc([N+](=O)[O-])cc2)CC1
 : -5, -11, -1, 1.3, 2, -12, -2, 6, -18
> CNC(=O)c1nnn(-c2ccccc2)c1C(=O)NC
 : -1, -2, -2, 0.8, -1, -1, 4, 0, -7
> COc1ccc(CN2CCNC(=O)C2CC(=O)O)cc1OC (stereo not given)
 : -3, 10, -10, -3.2, -5, -5, -2, 3, 1
> O=C(O)CCCn1nc(C(F)(F)F)c2c1CCCCC2
 : -3, -2, 7, 0.9, -1, 5, 6, 2, -5
> Cc1c(NC(=O)CSc2nnc3sc4ccccc4n23)c(=O)n(-c2ccccc2)n1C
 : -4, 12, 5, -1.7, -3, -6, 7, 0, -1
> CC(=O)N1CCc2cc(S(=O)(=O)NCCC(=O)Nc3cccc(C)c3)ccc21
 : -5, 4, -10, 0.9, 1, 0, 8, 0, 9
> COC(CNC(=O)C1CCCN(S(=O)(=O)c2c(C)noc2/C=C/c2cccs2)C1)OC (stereo not given)
 : 10, 0, -1, -1.0, -1, 5, -2, 2, 4
> CCn1c(=O)cc(OCC(=O)Nc2cccnc2)c2ccccc21
 : -3, 12, 2, 0.7, -2, -2, 29, 1, -1
> Cc1ccc(SCc2cc(=O)[nH]c(N3CCN(C)CC3)n2)cc1
 : -3, -3, 0, -0.4, 9, 8, 2, -3, 9
> Cc1ccc(NC(=O)NC2CCCCC2)cc1S(=O)(=O)N1CCOCC1
 : -3, 4, 3, -1.1, 2, -3, 3, -2, 3
> CCCCn1nc(CC(=O)O)c2ccccc2c1=O
 : -5, 7, -1, 5.2, -2, -3, -2, 1, -2
